Assay outcomes from PubChem BioAssay.
PfHsp90 set2 – reduces growth (ATP signal) of yeast expressing P. falciparum Hsp90; AID 504621; hit rate 0.32% among 310,000; inhibition, % at 9.4 µM; S. cerevisiae expressing PfHsp90, BacTiter-Glo ATP, 48 h; yeast lacking PDR1 and PDR3 efflux regulators;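 active means every replicate shows inhibition above about 80%, whatever the replicate mean, limit read from the data; inconclusive means mean inhibition reaches the set limit but some replicate falls short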;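 further: 0% = DMSO neutral controls and 100% = 20 µM radicicol positive controls; yeast relying on Plasmodium falciparum Hsp90 in place of its own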
Rtt109 HAT inh – blocks Candida albicans Rtt109/Vps75 acetyltransferase activity; Q5AAJ8; purified Rtt109/Vps75, ThioGlo CoA-SH fluorescence, 4 h; inhibition, % at 34.9 µM; hit rate 0.16% among 330,000;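 active means inhibition of at least 50% in every replicate; inconclusive means best replicate reaches 50% inhibition but some replicates fall short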
Target sequence (Q5AAJ8 whole entry, looked up): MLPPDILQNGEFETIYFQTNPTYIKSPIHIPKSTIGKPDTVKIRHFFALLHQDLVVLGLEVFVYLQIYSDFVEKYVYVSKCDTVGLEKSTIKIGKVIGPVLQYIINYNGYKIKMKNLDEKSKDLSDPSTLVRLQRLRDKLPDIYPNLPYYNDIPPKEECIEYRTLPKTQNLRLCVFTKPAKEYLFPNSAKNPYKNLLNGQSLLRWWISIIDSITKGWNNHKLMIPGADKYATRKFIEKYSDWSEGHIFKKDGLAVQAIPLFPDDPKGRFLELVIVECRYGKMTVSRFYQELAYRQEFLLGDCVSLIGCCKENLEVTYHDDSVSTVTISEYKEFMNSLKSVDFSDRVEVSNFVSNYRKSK
CAL PDZ FP-1 – blocks peptide binding to the human CAL PDZ domain; inhibition, % at 24.9 µM; purified CAL PDZ, TMR-peptide fluorescence polarization, 1 h; Q9HD26; hit rate 0.92% among 300,000; AID 602252;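 active means mean inhibition of at least 30% with at least half of replicates also reaching 30%; inconclusive means no clear call, values can overlap the other calls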;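 further: 0% = DMSO neutral control and 100% = excess unlabeled competitor peptide PRC23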
SR-BI DiI-HDL act – SR-BI HDL lipid transfer activation | CHO ldlA[mSR-BI] cells, DiI-HDL uptake fluorescence, 3 h; 100 = double the neutral-control signal | activation, % at 12.5 µM | hit rate 0.096% among 320,000 | AID 504775;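 active means mean replicate activation of at least 60% and every replicate at or above 60%; inconclusive means mean or all-replicate condition met, but not both; inactive means mean below 60% and not all replicates reaching 60%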;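 further: 0% = median plate neutral-control signal and 100% = twice that signal; values of inactives mirror those of a sister screen read the other way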
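Material: SR-BI-overexpressing, LDLR-lacking CHO cells; schedule: compound exposure 3 h, 37 °C; reagent: DiI-labelled HDL at 10 µg/mL final; technique: bottom-read fluorescence, 550/595 nm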
MITF act – activators of MITF-driven TRPM1 promoter activity in SK-MEL-5 cells | AID 588334 | SK-MEL-5 TRPM1-promoter luciferase, 24 h; % of positive control, neutral wells = 0 | hit rate 0.75% among 300,000 | activation, % at 12.5 µM;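 active means mean activation of at least 80% with every replicate also reaching 80%; inconclusive means mean reaches 80% but some replicate falls short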;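 further: 0% = neutral control wells and 100% = parthenolide positive control wells; values of inactives mirror those of a sister screen read the other way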
NSD2 inh – blocks human histone methyltransferase NSD2. AID 743445. inhibition, % at 12.5 µM. hit rate 0.54% among 310,000. NSD2 peptide methylation, AlphaScreen, 120 min; in the data active means inhibition above about 50%
PvdQ acylase – P. aeruginosa PvdQ acylase inhibition; purified PvdQ acylase, fluorescence plate reader; hit rate 0.063% among 340,000; AID 488965; inhibition, % at 10 µM; in the data active means inhibition above about 30%, passing the limit was not always enough; inconclusive means no clear call, values can overlap the other calls;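 further: 0% = vehicle neutral wells and 100% = reference inhibitor wells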
dFosB act – mouse delta FosB homodimer activation; P13346; purified delta FosB, TAMRA-CDK5 oligo fluorescence polarization; percent of positive-control signal above neutral wells; activation, % at 25 µM; hit rate 0.99% among 340,000; AID 493131;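 active means mean activation above about 17%, with every replicate also reaching it, limit read from the data, passing the limit was not always enough; inconclusive means only one of the two conditions met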;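 further: fluorescence polarization rise as delta FosB binds a TAMRA Cdk5 AP-1 oligo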
SR-BI DiI inh – inhibitors of mouse SR-BI mediated HDL lipid uptake; AID 488896; ldlA[mSR-BI] CHO cells, DiI-HDL uptake fluorescence, 3 h; inhibition, % at 12.5 µM; hit rate 0.96% among 320,000;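 active means mean replicate inhibition of at least 70% and a set share of replicates each scoring 70 or more; inconclusive means meets just one of the two criteria; inactive means fails both criteria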;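 further: 0% = median of neutral control wells and 100% = median of positive control wells; values of inactives mirror those of a sister screen read the other way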
Target sequence (Q61009 whole entry, looked up): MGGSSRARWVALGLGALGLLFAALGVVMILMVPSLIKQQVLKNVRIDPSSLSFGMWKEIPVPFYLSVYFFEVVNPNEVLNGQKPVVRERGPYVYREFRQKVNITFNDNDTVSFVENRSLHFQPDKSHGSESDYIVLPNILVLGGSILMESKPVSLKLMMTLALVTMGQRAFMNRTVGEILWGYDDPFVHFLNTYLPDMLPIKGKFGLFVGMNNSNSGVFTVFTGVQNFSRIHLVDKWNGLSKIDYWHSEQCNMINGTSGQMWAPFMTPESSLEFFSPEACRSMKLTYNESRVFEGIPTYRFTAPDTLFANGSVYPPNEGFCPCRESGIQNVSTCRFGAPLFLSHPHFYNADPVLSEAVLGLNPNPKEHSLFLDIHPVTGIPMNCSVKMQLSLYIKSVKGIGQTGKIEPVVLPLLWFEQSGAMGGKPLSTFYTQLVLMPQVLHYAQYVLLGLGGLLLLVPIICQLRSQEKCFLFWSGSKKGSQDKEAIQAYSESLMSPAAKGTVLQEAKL
CAL PDZ FP-2 – human CAL PDZ-peptide interaction inhibition | Q9HD26 | purified CAL PDZ, TMR-peptide fluorescence polarization, 1 h | inhibition, % at 20 µM | hit rate 0.02% among 330,000 | AID 504414;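 active means highest replicate inhibition of at least 40%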;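 further: plate controls were DMSO neutral control wells for no effect and unlabeled competitor peptide control wells for full effect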
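Read-out basis: mP drop reported as inhibition | Assay system: Tagged CAL PDZ protein CerCALP, purified | Benchmarks: Unlabelled peptide for full inhibition, DMSO wells as neutral | Schedule: 1 h incubation at room temperature before polarization reading | Buffer or medium: Sodium phosphate/NaCl buffer pH 7.4 with TCEP, IgG, Thesit | Doses: Single point, 20 µM | Measured by: Fluorescence polarization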
* = called active by the depositor; ? = inconclusive; . = not tested or not shown. No enrichment for hits (roughly 4.3% active in at least one column).

SMILES	PfHsp90 set2	Rtt109 HAT inh	CAL PDZ FP-1	SR-BI DiI-HDL act	MITF act	NSD2 inh	PvdQ acylase	dFosB act	SR-BI DiI inh	CAL PDZ FP-2
C=C1CCN([C@H](C(=O)OCc2ccc(C)cc2)C(C)C)S(=O)(=O)c2ccccc21	-4	-5	1	3	15	.	-15	-2	-3	-0.7
CC(C)(C)OC(=O)C[C@@H]1C/C=C\C[C@H](CC(=O)N(CCO)Cc2ccccc2)C(=O)NC[C@@H](c2ccccc2)OC1=O	-4	9	0	34	-5	.	11	-9	-34	0.2
N#CC(=C1SC=CS1)c1nc(-c2ccccc2)cs1	7	1	-3	-44	48	0	13	-6	44	0.8
Cc1ccc(N2C(=O)c3ccccc3C2Nc2ccccc2F)nc1 (configuration not stated)	-8	4	-3	-8	-4	.	-5	0	8	-0.6
CN(C)c1ccc(/C=C2\Oc3ccc(C#Cc4cccc(N)c4)cc3C2=O)cc1	-7	-4	-4	-70	73	.	-10	-71	?	0.0
COc1ccc(C(=O)N2N=C(c3cccc(NS(C)(=O)=O)c3)CC2c2cccs2)cc1 (configuration not stated)	-17	6	0	0	5	-1	-11	-10	0	-5.4
Cc1ccccc1-c1nnc(CN2CCC(C)CC2)o1	13	2	1	-6	50	0	-12	-11	6	0.8
CC(C)(C)c1ccc(C(=O)NN2CCOCC2)cc1	19	-5	-3	8	-1	-1	-8	0	-8	-0.9
CC(=O)c1c(C(C)=O)c(C)n(NC(=O)c2ccc(Cl)cc2)c1C	-9	-3	-3	27	.	1	-3	1	-27	-0.5
CCSc1ncc(C#N)c(=O)[nH]1	8	-6	-3	17	-7	-3	1	1	-17	-0.2
CCCC1(C)C(C#N)C(=O)NC(=O)C1C#N (configuration not stated)	11	-6	23	12	-11	0	-9	-3	-12	0.0
COc1cc2cc(CN(Cc3nnnn3Cc3ccccc3)CC3CCCO3)c(=O)[nH]c2cc1OC (configuration not stated)	8	-100	-4	6	-2	3	1	2	-6	-2.3
Cc1ccc2c(c1)C1CN(C)CCC1N2C(=O)c1ccc(Cl)c(S(=O)(=O)N2CCOCC2)c1 (configuration not stated)	1	0	.	10	13	3	-5	1	-10	-0.5
CC(C)(C)C(=O)/C=c1\s/c(=C\c2ccc(-c3ccc([N+](=O)[O-])cc3)o2)c(=O)n1CC(=O)NC(N)=O	8	-1	-3	-26	-1	.	-5	-12	26	0.7
CCn1c(SCC(=O)c2c[nH]c3ccccc23)nnc1-c1cccs1	10	1	0	-23	-8	-4	-10	2	23	-0.8

Full records as entered above. Order of screens: PfHsp90 set2, Rtt109 HAT inh, CAL PDZ FP-1, SR-BI DiI-HDL act, MITF act, NSD2 inh, PvdQ acylase, dFosB act, SR-BI DiI inh, CAL PDZ FP-2
Shown for `CCCC1(C)C(C#N)C(=O)NC(=O)C1C#N` (configuration not stated) → 11, -6, 23, 12, -11, 0, -9, -3, -12, 0.0
Shown for `CC(C)(C)C(=O)/C=c1\s/c(=C\c2ccc(-c3ccc([N+](=O)[O-])cc3)o2)c(=O)n1CC(=O)NC(N)=O` → 8, -1, -3, -26, -1, ., -5, -12, 26, 0.7
Shown for `CC(C)(C)OC(=O)C[C@@H]1C/C=C\C[C@H](CC(=O)N(CCO)Cc2ccccc2)C(=O)NC[C@@H](c2ccccc2)OC1=O` → -4, 9, 0, 34, -5, ., 11, -9, -34, 0.2
Shown for `Cc1ccc2c(c1)C1CN(C)CCC1N2C(=O)c1ccc(Cl)c(S(=O)(=O)N2CCOCC2)c1` (configuration not stated) → 1, 0, ., 10, 13, 3, -5, 1, -10, -0.5
Shown for `Cc1ccccc1-c1nnc(CN2CCC(C)CC2)o1` → 13, 2, 1, -6, 50, 0, -12, -11, 6, 0.8

Carrying on.
SMILES	PfHsp90 set2	Rtt109 HAT inh	CAL PDZ FP-1	SR-BI DiI-HDL act	MITF act	NSD2 inh	PvdQ acylase	dFosB act	SR-BI DiI inh	CAL PDZ FP-2
COc1ccccc1C(=O)Nc1cc(Cl)ccc1O	-4	6	-2	-24	-9	1	1	4	24	1.1
Cc1ccc(C(=O)N/C(=C/c2ccco2)C(=O)NCCc2c[nH]c3ccccc23)cc1	17	16	-3	-10	-7	-1	-7	-3	10	-0.7
CCc1noc(C)c1C(=O)OCC(=O)c1ccccc1OC	-9	7	-1	-31	18	-4	-6	-3	31	-2.2
CCOC(=O)CSC1=C(C#N)C(c2ccc(Cl)cc2)CC(=O)N1 (configuration not stated)	-18	1	-4	2	16	.	-9	-3	-2	-1.6
CCCCC(=O)Nc1nnc(SCC(=O)NC2CCCC2)s1	-14	6	-3	.	-3	-1	-2	2	9	-0.7
CN(C)S(=O)(=O)N1CCC(Oc2cccc(C(=O)N3CCCCCC3)c2)CC1	-9	-5	-3	2	-1	-1	-13	1	-2	0.3
COC(=O)[C@H](Cc1ccccc1)NS(=O)(=O)c1ccc(F)cc1Br	11	-10	2	-20	-2	.	-5	-1	20	-1.3
Cc1cccn2c(=O)c3cc(C(=O)NCC4CCCO4)c(=N)n(CCN4CCOCC4)c3nc12 (configuration not stated)	13	-91	0	21	-6	4	2	-5	-21	-3.3
Cc1ccc(CC(=O)Nc2nc3ccccc3s2)cc1	-46	10	0	3	49	-1	14	-13	-3	-3.0
Cc1c(Cl)cccc1NC(=O)CNC(=O)c1ccco1	-6	-5	-5	5	.	1	2	-2	-5	1.8
Cc1ccc(CNC(=O)c2cnc3ccccc3n2)cc1	-210	5	-4	.	7	-8	2	-8	.	-1.3
CC(Cc1ccc(Cl)cc1)N1CCC(n2nccc2NC(=O)C2CCCC2)CC1 (configuration not stated)	17	-5	-1	-37	4	1	-8	-5	37	-0.6
COCc1cc(C)nc(SCC(=O)Nc2cccc(C)c2C)c1C#N	-4	-49	-10	1	0	.	-15	-6	-1	-1.9
Cn1ccnc1SCC(=O)Nc1ccc2c(c1)OCO2	0	-3	.	3	14	2	3	1	-3	0.1
CN(C)c1ccc(N=Nc2nc3ccccc3n2C)cc1	-30	13	5	.	-60	.	-4	21*	.	2.6
CC(C)CCCN1CCN=C1Nc1ccccc1	6	-5	1	6	7	.	-13	0	-6	-0.1
Cc1ccc(S(=O)(=O)N2CCn3cccc3C2C)cc1 (configuration not stated)	-7	3	.	6	-1	4	2	0	-6	1.0
Cc1nn(CC(=O)Nc2ccccn2)c(C)c1Br	-2	4	-1	31	0	-1	-13	-2	-31	-2.9
O=C(COc1ccccc1)NCC1COc2ccccc2O1 (configuration not stated)	8	8	.	17	-1	3	-17	0	-17	-3.8
Cc1ccc2[nH]c(C(=O)N/N=C/c3ccccc3O)c(C)c2c1	-17	13	-4	-132	-3	0	-6	-9	132*	0.0
Cc1cc(C)c(S(=O)(=O)N2CCCOC2CNC(=O)C(=O)NCc2ccncc2)c(C)c1 (configuration not stated)	-14	0	10	9	-2	-3	-2	-3	-9	-0.2
COc1cc(C2C(C(=O)c3ccc(C)o3)=C(O)C(=O)N2c2cc(C)on2)ccc1OCc1ccccc1 (configuration not stated)	10	28	-2	-5	-3	-2	13	-1	5	-3.0
O=C(OCc1ccccc1)c1cccnc1Cl	1	-8	-3	9	7	-8	-14	-3	-9	0.6
C=C(C)Cn1c(SCC(=O)N/N=C/c2c(O)ccc3ccccc23)nc2ccccc2c1=O	18	-2	-1	2	-16	0	2	-1	-2	-1.9
O=C(N/N=C\c1cn(-c2ccccc2)nc1-c1ccccc1)c1ccc(Br)o1	.	0	1	-55	-13	0	-14	4	55	-0.4
Cc1ccc2c(c1)c1c(n2CC(O)CN2C(=O)CNC2=O)C(=O)CCC1 (configuration not stated)	-34	-6	.	15	4	.	-10	-12	-15	-1.1
C=CCn1c(SCC(N)=O)nnc1-c1ccccc1O	15	29	12	20	-3	10	3	-2	-20	0.9
CCOC(=O)CCc1c(C)nc(SCC(=O)O)c(C#N)c1C	-13	-8	0	2	-8	-3	-5	2	-2	0.0
O=C(N/N=C/c1ccccn1)c1ccccc1	-9	3	.	18	30	-13	-6	-11	-18	0.6
CCC(Sc1nc2ncccc2[nH]1)C(=O)NCCc1ccccc1 (configuration not stated)	18	-4	.	6	.	.	6	0	-6	-0.1

3 consecutive entries out of the list so far:
SMILES	PfHsp90 set2	Rtt109 HAT inh	CAL PDZ FP-1	SR-BI DiI-HDL act	MITF act	NSD2 inh	PvdQ acylase	dFosB act	SR-BI DiI inh	CAL PDZ FP-2
C=C1CCN([C@H](C(=O)OCc2ccc(C)cc2)C(C)C)S(=O)(=O)c2ccccc21	-4	-5	1	3	15	.	-15	-2	-3	-0.7
CC(C)(C)OC(=O)C[C@@H]1C/C=C\C[C@H](CC(=O)N(CCO)Cc2ccccc2)C(=O)NC[C@@H](c2ccccc2)OC1=O	-4	9	0	34	-5	.	11	-9	-34	0.2
N#CC(=C1SC=CS1)c1nc(-c2ccccc2)cs1	7	1	-3	-44	48	0	13	-6	44	0.8

Additional structures.
SMILES	PfHsp90 set2	Rtt109 HAT inh	CAL PDZ FP-1	SR-BI DiI-HDL act	MITF act	NSD2 inh	PvdQ acylase	dFosB act	SR-BI DiI inh	CAL PDZ FP-2
O=c1c2ccccc2nc2n1C1(CCCCC1)Cc1ccccc1-2	-11	-4	-3	3	5	-2	-9	-10	-3	-2.5
Cc1ccc(C(=O)N2CCCC(Nc3ccc(F)c(F)c3)C2)cn1 (configuration not stated)	13	3	-1	11	-7	1	1	4	-11	-1.4
Fc1ccc(N=C2NN=C(c3cc(F)ccc3F)CS2)cc1	-103	-2	0	17	24	-4	-24	3	-17	-1.9
CC(=O)Nc1ccc(NC(=O)Nc2ccc(C)cc2C)cc1	-3	-4	-2	8	13	1	-11	14	-8	-2.0
O=S(=O)(Nc1cccc(S(=O)(=O)N2CCCC2)c1)c1ccc(Cl)s1	5	7	0	5	0	-3	9	-5	-5	0.2
Cc1ccc2nc(NC(=S)NC(=O)c3ccc(OC(C)C)cc3)sc2c1	-2	-2	-1	.	14	0	-2	4	.	-1.6
COc1ccccc1-n1cnc2cc(NCc3ccccn3)ccc21	9	3	3	-11	0	1	0	-2	11	-2.4
C=CCn1c(SCC2=C(C(=O)OCC)C(C)NC(=O)N2)nnc1C1CCCCC1 (configuration not stated)	-117	-3	8	10	2	4	-10	0	-10	-4.1
CCn1c(O)c(/C=N/N=C2CCCC2)c2ccc(C3=NNC(=O)CC3)cc21	10	-5	-7	0	-6	.	-12	-6	0	0.8
O=C(NCc1ccc(F)cc1)c1cc(C(=O)C2CC2)c[nH]1	18	3	-6	-4	-7	-2	-16	-8	4	0.1
CCCCn1c(=O)[nH]c(=O)c2c1nc(CN1C(=O)c3ccccc3S1(=O)=O)n2CCC	0	13	-3	7	0	-1	-11	0	-7	0.0
